CHOP inh = CHOP inhibition in unfolded protein response | inhibition, % at 10 µM | CHO-K1 CHOP-promoter luciferase, tunicamycin-induced, 15-18 h | AID 2732 | 220,000 tested, 3.8% active;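 active = compounds that reduced the stress-induced luciferase reporter signal by more than about 70% of percent inhibition, limit read from the data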;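 also: 0% = tunicamycin plus vehicle and 100% = wells without tunicamycin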
Tb hexokinase = T. brucei hexokinase 1 inhibition. recombinant TbHK1, G6PDH-coupled NADH A340. 220,000 tested, 0.11% active. AID 1430. inhibition, % at 10 µM;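 active = inhibition of 50% or more in the single-dose primary screen; inactive = inhibition below 50%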
TNF necrop inh = blocks TNF-alpha induced death of Jurkat FADD-/- cells. Jurkat FADD-/- TNF necroptosis rescue, ATP luminescence, 24 h; 0 = TNF only, 100 = no-TNF cells. activation (protection from cell death), % at 10 µM. 220,000 tested, 0.068% active. AID 463075;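 active = activation, meaning protection from cell death, of at least 50% relative to plate controls; inactive = activation below 50%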;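 also: necroptosis triggered by 40 ng/mL TNF-alpha added together with compound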
PGE2 EP2 inh = EP2 receptor (human) inhibition. P43116. AID 1422. C6 glioma cells expressing human EP2, cAMP TR-FRET; cells stimulated with saturating PGE2. inhibition, % at 25 µM. 260,000 tested, 0.52% active;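 active = percent inhibition above 40 after rounding to a whole number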;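 also: rat C6 glioma host cells with rolipram phosphodiesterase inhibitor present; the protocol text gives 20 µM as final concentration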
Target sequence (P43116 whole entry, looked up): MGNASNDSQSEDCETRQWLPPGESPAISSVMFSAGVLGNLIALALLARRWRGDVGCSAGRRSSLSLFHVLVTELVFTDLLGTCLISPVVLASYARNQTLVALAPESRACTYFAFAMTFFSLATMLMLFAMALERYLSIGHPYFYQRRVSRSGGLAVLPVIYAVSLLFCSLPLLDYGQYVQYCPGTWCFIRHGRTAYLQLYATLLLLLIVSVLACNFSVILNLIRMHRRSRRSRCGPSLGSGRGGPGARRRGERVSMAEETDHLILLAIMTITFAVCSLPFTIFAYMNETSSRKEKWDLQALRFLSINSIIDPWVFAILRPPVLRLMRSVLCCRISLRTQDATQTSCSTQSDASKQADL
FXIIa inh 1536 = blocks human coagulation factor XIIa protease activity; purified FXIIa, Boc-QGR-AMC fluorogenic substrate, 2 h; inhibition, % at 5 µM; 220,000 tested, 0.3% active; in the data active = inhibition above about 40%;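 also: 0% = enzyme with no compound and 100% = blank without enzyme; many of its hits are not listed in these tables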
zVAD death inh = L929 zVAD cell death inhibition | AID 1377 | L929 zVAD necroptosis rescue, ATP luminescence, 24 h; with zVAD 60 µM | viability rescue, % at 10 µM | 220,000 tested, 0.38% active;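 active = activation, scaled between plate controls, above about 75%, limit read from the data; inactive = activation under that limit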;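 also: 0% = zVAD with DMSO and 100% = DMSO alone without zVAD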
Wee1 degr inh = blocks degradation of human Wee1 kinase; HeLa Luc-Wee1K328M stability, luciferase luminescence; 100% = proteasome inhibitor MG132 effect; P30291; reporter increase, % at 5 µM; 220,000 tested, 1.2% active;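 active = activation above the mean of all tested compounds plus 3 SD, set per screening run, cut at about 8.8% in these data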;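 also: cells exposed to compound for 20 h before luminescence read; 0% = DMSO alone and 100% = MG132 at 30 µM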
Target sequence (P30291 whole entry K328M): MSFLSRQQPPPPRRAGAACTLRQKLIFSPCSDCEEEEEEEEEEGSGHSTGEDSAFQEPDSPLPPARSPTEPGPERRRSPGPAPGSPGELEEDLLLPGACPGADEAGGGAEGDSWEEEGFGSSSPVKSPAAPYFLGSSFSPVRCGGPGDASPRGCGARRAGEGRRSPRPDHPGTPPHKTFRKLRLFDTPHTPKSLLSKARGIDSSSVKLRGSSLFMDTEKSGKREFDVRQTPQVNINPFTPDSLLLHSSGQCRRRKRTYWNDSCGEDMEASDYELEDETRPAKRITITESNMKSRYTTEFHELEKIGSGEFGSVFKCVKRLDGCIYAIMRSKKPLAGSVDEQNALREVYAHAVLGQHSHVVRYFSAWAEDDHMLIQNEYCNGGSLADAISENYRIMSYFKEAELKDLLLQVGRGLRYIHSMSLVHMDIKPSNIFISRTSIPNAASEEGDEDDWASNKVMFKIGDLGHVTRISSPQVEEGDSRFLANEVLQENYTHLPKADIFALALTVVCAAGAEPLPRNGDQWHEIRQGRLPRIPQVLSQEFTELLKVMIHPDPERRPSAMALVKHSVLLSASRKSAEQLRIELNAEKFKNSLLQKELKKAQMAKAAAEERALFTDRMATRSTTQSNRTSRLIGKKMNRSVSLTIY
PPC-1+TRAIL kill = PPC-1 cancer cell killing with TRAIL present; PPC-1 cells + TRAIL, ATPLite viability luminescence; cell killing (% activity), % at 4 µM; 220,000 tested, 0.41% active;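 active = cell killing above 50% in the first pass at 4 µM, then a duplicate retest at 5 µM averaging 50% or more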;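 also: plate controls were cells with TRAIL plus DMSO for no effect and medium-only wells lacking cells for full effect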
FXIa inh 1536 = blocks human coagulation factor XIa protease activity. inhibition, % at 5 µM. 220,000 tested, 0.14% active. purified FXIa, Boc-Glu-Ala-Arg-AMC fluorogenic substrate. AID 798;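 active = inhibition of at least 40%; inactive = inhibition below 40%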;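 also: fluorescence of freed AMC excited at 355 nm; 0% = enzyme without compound and 100% = no enzyme blank; many of its hits are not listed in these tables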
* marks the source's active call; other numbers are inactive results; . = no result given; & = joins results of further samples; [ ] = another dose, or the depositor's remark.

Each structure is followed by: CHOP inh, Tb hexokinase, TNF necrop inh, PGE2 EP2 inh, FXIIa inh 1536, zVAD death inh, Wee1 degr inh, PPC-1+TRAIL kill, FXIa inh 1536
N#CCCN1CCN(C(=S)c2ccc(-c3ccc(Cl)cc3)o2)CC1
→ 42, -26, -2.0, 17, 3, 3.6, -3, 4, 1
Cc1cc(C)n(CCNc2nc3nonc3nc2N2CCCCC2)n1
→ -10, -20, 0.9, 2, 1, -0.1, 0, 6, -3
Cc1cc(C)n(-c2nnc(C)n2NS(C)(=O)=O)n1
→ 48, -1, -0.3, 5, 12, 1.2, 1, 9, -6
COc1ccc(CNC(=O)Cn2nc(-c3ccc4c(c3)OCCO4)ccc2=O)cc1
→ 8, -11, -0.7, 5, 13, 0.8, 3, 9, 1
Oc1c(C=Nc2ccccc2)sc(=S)n1Cc1ccccc1
→ 80*, 3, 0.5, 4, 3, 0.7, 2, 28, -5
CCCCOC(=O)Nc1ccc(S(=O)(=O)Nc2nccs2)cc1
→ -4, -7, -0.7, 4, 7, 1.3, -5, -17, 5
CC(C)N(c1ccccc1)c1ccc(NC(=O)COC(=O)CCN2C(=O)c3cccc([N+](=O)[O-])c3C2=O)cc1
→ 5, -2, 1.7, 5, 12, 0.6, 20*, 4, 5
C=CCSc1nnc2c(n1)OC(c1ccco1)Nc1ccccc1-2 (stereo not given)
→ 6, -11, -1.3, 12, 9, 0.5, -1, 10, 7
C/C(=N/Nc1nc(-c2ccc(Cl)cc2)cs1)c1cccs1
→ 43, -12, 0.5, 10, 13, -0.2, 5, 24, 2
CCOc1ccccc1NC(=O)C(Sc1nnc2ccccn12)c1ccccc1 (stereo not given)
→ 12, 1, 3.1, 9, 9, 0.0, -3, -10, -1
CCc1ccc(C(=O)COC(=O)c2cnccn2)cc1
→ 17, -10, 0.7, 6, 14, -0.5, -1, 10, 8
COc1ccc(CCNC(=O)c2cc3c(C)nccc3[nH]c2=O)cc1OC
→ 4, -21, -1.3, 7, 6, 0.7, 0, 16, -1
CC(=O)c1c(NCCc2ccccc2)cc(C)oc1=O
→ -1, 0, -2.9, 5, 14, 0.4, 4, 13, 5
O=C1S/C(=C\c2ccc(N3CCOCC3)o2)C(=O)N1Cc1c(F)cccc1Cl
→ 20, 20, -9.4, 29, 11, 1.7, 0, -2, -15
Cc1cc(C)c(C#N)c(SCC(=O)Nc2ccc3c(c2)OCO3)n1
→ 25, -5, -0.5, 8, -6, -0.1, 2, -4, -4
COc1ccc(C(=O)Nc2cc(C)on2)cc1
→ -31, 0, 2.0, 4, 5, 2.2, 3, 47, 1
Cc1cccc(NC(=O)c2sccc2-n2cccc2)c1C
→ 15, 3, -1.7, 15, 15, -0.1, 0, -21, -4
CC1NC(=O)NC1CCCCCC(=O)Nc1ccc(F)cc1 (stereo not given)
→ -52, -3, 0.6, 13, 2, 1.1, -3, 24, -8
COC(=O)c1ccc(CN2C(=O)NC3(CCCCC3C)C2=O)o1 (stereo not given)
→ 9, -4, 0.6, 12, 16, 2.9, -2, 15, 5
COc1ccc(-c2ccc(Nc3ccc(C(=O)N4CCOCC4)cc3)nn2)cc1OC
→ -12, -34, -4.5, 11&11, 14, -0.1, -2, 16, 3
NC(=O)CSCc1nc2ccccc2s1
→ 4, -7, 2.6, 22, 9, -0.3, -1, 10, 1
Cc1ccc2[nH]cc(C(=O)CCl)c2c1
→ 47, -2, -15, 4, 10, 2.3, 2, 2, 5
O=C(CCCN1C(=O)/C(=C\c2cccs2)SC1=S)Nc1cccc(C(=O)O)c1
→ 16, -3, 0.5, 10, 5, 3.7, -3, 3, -2
O=C(O)/C=C\C(=O)Nc1ccc(N2CCN(c3ccc(F)cc3)CC2)cc1
→ 0, -5, 1.7, 6, 4, 1.2, 1, 14, -1
CCCCOC(=O)Cn1c2ccc(OC)cc2c2nc3ccccc3nc21
→ 9, -17, -4.3, 5, 10, -0.3, -1, 16, 1
COc1ccc(CNC(=S)N2CCN(S(=O)(=O)c3cccc(F)c3)CC2)cc1
→ 5, -2, 5.1, 0, 6, 1.1, 3, -19, -1
O=C(COC(=O)c1ccccc1NC(=O)c1ccco1)NCCC1=CCCCC1
→ 68, -3, 1.5, 20, 14, 1.9, -1, 21, 3
CC1(C)CC(OC(=O)c2ccco2)CC(C)(C)N1O
→ 48, 5, -1.3, 14, 17, 0.4, -2, -9, 6
O=C(O)c1c[nH]ccc1=O
→ -4, 4, -1.1, 6, 11, 0.8, 6, 13, -3
CC(=O)Nc1ccc(NC(=O)C(Cc2ccccc2)NC(=O)C2CCCCC2)cc1 (stereo not given)
→ 11, -3, 0.9, 4, 8, ., 1, 23, 5

(cont.)
Each structure is followed by: CHOP inh, Tb hexokinase, TNF necrop inh, PGE2 EP2 inh, FXIIa inh 1536, zVAD death inh, Wee1 degr inh, PPC-1+TRAIL kill, FXIa inh 1536
CCCn1c(N)c(C(=O)CSc2nnc(Cc3ccccc3)o2)c(=O)n(C)c1=O
→ 53, 7, -2.0, 13, -2, -0.3, -3, 13[5 µM], -2
CNC(=O)NC(=O)CSc1nc2cc(C(=O)OC)ccc2c(=O)n1-c1ccccc1
→ 1, 3, -0.8, 6, 25, 0.5, 0, 7, 12
CCc1ccccc1NC(=O)COc1ccc(C(=S)N2CCCC2)cc1
→ -8, -9, 1.1, 5, 4, 0.1, -3, 19, 0
CCCC(c1nnnn1Cc1cccs1)N1CCN(C)CC1 (stereo not given)
→ -2, -4, 1.2, 3, 0, 1.2, -2, 2, -6
OC(COC(c1ccc(F)cc1)c1ccc(F)cc1)CN1CCc2ccccc2C1 (stereo not given)
→ 64, 14, 3.1, 3, 15, -0.1, -1, 13, 19
Cc1c(Cl)cccc1NC(=O)COC(=O)c1c2c(nc3ccccc13)CCN(Cc1ccccc1)C2
→ 6, -1, -0.4, 12, 7, 0.2, 2, -4, -1
COc1ccc(-c2ccnc3nc(Sc4ncc(C(F)(F)F)cc4Cl)nn23)cc1
→ 63, -24, -2.5, 6, -7, -0.3, -1, 2, -11
COc1ccc(-c2nc3cc([N+](=O)[O-])ccc3o2)cc1OC
→ 28, -14, -0.3, 3, 8, 18, 0, 1, -1
Cc1ccc(-n2ncc3c(SCc4cccc(C)c4)ncnc32)cc1
→ 5, -2, 1.2, 9, -1, 1.3, 0, -18, -1
Cc1nc(SCC(=O)NCCc2ccc(Cl)cc2)nc(C)c1C
→ -3, 2, -1.6, 17, -1, 0.0, 4, 15, -5
COc1cc(/C=N/N2CCN(C3c4ccccc4-c4ccccc43)CC2)cc(OC)c1O
→ 56, 1, 0.1, 17, 9, 1.2, -1, 1, 2
CCN(CC)c1ccc(NC(=O)CN2CCN(c3ccc(F)cc3)CC2)cc1
→ 61, 2, -1.2, 5, 4, 0.6, 5, 12, -1
O=C1CCCc2nc3c(cc21)C(O)Oc1c-3ccc2ccccc12 (stereo not given)
→ -21, -3, 0.2, 5, 1, 4.6, 2, 13, -6
Cc1ccc(Cn2nc(C)c(NC(=O)CSc3n[nH]c(C)c3[N+](=O)[O-])c2C)cc1
→ -5, -3, 1.2, 4, 22, -0.1, 0, -14, 12
O=C(C1CCCCC1)N(Cc1ccccc1)c1ccccn1
→ 16, -3, 8.7, ., 17, -0.3, -2, 4, 1
CCOc1cc2c(cc1/C=C/C(=O)O)OC(C)C2 (stereo not given)
→ -6, -20, 1.7, 6, -12, -0.1, 0, 12, -8
O=C(CN1CCOCC1)N/N=C/c1ccc(C(=O)O)cc1
→ 6, 0, 1.0, 1, 10, 1.0, 1, 11, -1
CCC(=O)Nc1cccc(NC(=O)CSc2nnc(C(C)C)n2CC)c1
→ 15, 6, -0.1, 13, 9, 0.2, -2, -13, -5
Cc1nc(-c2ccc(C(=O)Nc3cccc(Br)c3)cc2)cs1
→ -20, -2, -7.0, 8, 13, 6.1, 7, 40, 3
COc1cc(OC)c2c(c1O)OC(c1ccccc1)CC2=O (stereo not given)
→ 13, -6, 0.5, 18, 9, -0.3, 0, 12, 4
O=C(COc1ccc2c(C(F)(F)F)cc(=O)oc2c1)Nc1ccc(N2CCOCC2)cc1
→ 26, -8, 3.5, 6, 14, 0.7, -2, -2, 6
CC(C)Cn1c(C(C)C)nc([N+](=O)[O-])c1S(=O)(=O)c1ccc(F)cc1
→ -33, -5, -23, 3, 18, -0.4, 2, -2, 21
CCOC(=O)N1CCN(C(=S)Nc2ccc(C)c(C)c2)CC1
→ 21, 2, 0.7, 15, 13, 0.2, 2, 23, -1
CCCCCCNC(=O)C(C(=O)OCC)C1CCCCC1 (stereo not given)
→ 4, -7, -1.1, 7, 21, 0.6, 0, 5, 1
COc1ccc(Cc2nnc(SCC(=O)N3CCCC(C)C3)o2)cc1 (stereo not given)
→ 8, 0, 1.6, 12&5, 2, 0.9, 1, -7, -2
CCC(=O)N=c1n(C)c2ccccc2n1CCOc1ccccc1
→ 5, 0, 0.1, 10, 11, -0.1, -2, 22, 9
Cc1ccc(C(=O)COC(=O)CNC(=O)Cc2ccccc2)cc1[N+](=O)[O-]
→ 5, 2, -1.5, ., 15, 0.4, -3, 10, 2
Fc1c(F)c(F)c(N/N=C/c2c[nH]c3ccccc23)c(F)c1F
→ 0, -8, 2.7, 8, 6, 0.4, 1, 17, 3
Cc1cc(C)cc(NC(=O)Nc2ccc(Cl)cn2)c1
→ 18, -14, 4.3, 1, 9, 70, -1, 14, 2
CC1=Nn2c(nc(-c3ccccc3)c2-c2ccccc2)N(CC(N)=O)C(=O)C1
→ -8, -4, -1.3, 16, 12, 0.0, 2, 12, 3

Brought forward from above: two compounds, followed by the next part.
Each structure is followed by: CHOP inh, Tb hexokinase, TNF necrop inh, PGE2 EP2 inh, FXIIa inh 1536, zVAD death inh, Wee1 degr inh, PPC-1+TRAIL kill, FXIa inh 1536
Cc1cc(C)cc(NC(=O)Nc2ccc(Cl)cn2)c1
→ 18, -14, 4.3, 1, 9, 70, -1, 14, 2
CC1=Nn2c(nc(-c3ccccc3)c2-c2ccccc2)N(CC(N)=O)C(=O)C1
→ -8, -4, -1.3, 16, 12, 0.0, 2, 12, 3
Cc1ccc(N(CC(=O)Nc2ccc(-c3nc4ccc(C)cc4s3)cc2)S(C)(=O)=O)cc1
→ 44, -6, -2.1, 8, 3, -0.2, 2, 21, -6
Cc1ccc(S(=O)(=O)/N=C(\c2ccccc2)N(C)S(=O)(=O)c2ccccc2)cc1
→ 67, 27, 5.4, 5, 7, 1.6, 1, 25, -2
Cc1c(Cl)c([N+](=O)[O-])nn1CCCC(=O)NC1CCCCC1
→ -5, -3, 3.2, 8, 4, 9.5, -1, -1, -3
O=C1C(Cc2cccc([N+](=O)[O-])c2)S/C(=N/N=C/c2ccco2)N1c1ccccc1 (stereo not given)
→ 39, 15, 0.9, 4, 11, 0.2, -1, -4, 6

Bioassay records as filed in PubChem BioAssay.

This is a subset (hit frequency here may not be typical).
